# Tau fibril ThT: tau fibrillization inhibition (ThT binding) | P10636 | recombinant tau K18 P301L, heparin-induced fibrillization, ThT fluorescence | Potency, µM (series often up to 57.4 µM), inactives show at the highest dose activity, negative = inhibition, actives largely listed as inhibitors | actives 2.1% (n = 270,000); note: % is set by controls: 0 for no effect and ±100 for the full control effect; nearly all actives have a fitted effect of over 55% in size
# Target sequence (P10636 561-689 P618L limits assumed): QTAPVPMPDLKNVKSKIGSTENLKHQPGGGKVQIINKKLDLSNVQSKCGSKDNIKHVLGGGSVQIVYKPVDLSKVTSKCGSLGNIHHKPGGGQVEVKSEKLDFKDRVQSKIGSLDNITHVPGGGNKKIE
#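 ThT emission at 510 nm, taken 1 hr after adding 30 uM dye, quantifies aggregates formed when 20 uM heparin acts on human tau K18 P301L for 6 hr at 37 C.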
# L3MBTL1 block: blocks human L3MBTL1; AlphaScreen L3MBTL1–H3K9me1 peptide binding; Potency, µM (doses to about 57.1 µM), for inactives: at the top dose activity, negative = inhibition, hits mostly inhibitors; actives 0.66% (n = 230,000); AID 485360; note: % is set by controls: 0 for no effect and ±100 for the full control effect; nearly all actives have a fitted effect of over 60% in size
#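 Read-out is AlphaScreen signal from streptavidin donor and nickel chelate acceptor beads (10 ug/mL final each) bridging L3MBTL1 (50 nM) and biotinylated K9-monomethylated H3(1-15) peptide (75 nM), after 30 min compound exposure at room temperature.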
# RECQ1 inh: RECQ1 (human) helicase inhibition. Potency, µM (series often up to 57.3 µM), without a hit: top-dose activity, negative = inhibition, most hits filed as inhibitors. actives 0.54% (n = 240,000). RECQ1 DNA unwinding, red fluorescence kinetic read. AID 2549;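 note: plate controls were vehicle for no effect and no enzyme for full effect; nearly all actives have a fitted effect of over 30% in size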
#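 50 nM RECQ1T1 preincubated 15 min with compound in Tris pH 8.0 buffer with MgCl2, DTT, Tween-20 and 2.5 ug/ml poly(dI-dC); started with 200 nM TAMRA/BHQ-2 forked duplex and 2 mM ATP. Unwinding read as fluorescence (525/598 nm), two reads 2 h apart.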
# TRb-SRC2 inh: inhibitors of human thyroid hormone receptor beta-SRC2 interaction; actives 0.065% (n = 280,000); TRbeta-SRC2 peptide binding, fluorescence polarization; receptor liganded with 1 µM T3; Potency, µM (series often up to 106 µM), for the others: top-dose activity change, negative = inhibition, usual class: inhibitors; P10828;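 note: plate controls were bound peptide for no effect and peptide without receptor for full effect; nearly all actives have a fitted effect of over 50% in size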
# Target sequence (P10828 whole entry, looked up): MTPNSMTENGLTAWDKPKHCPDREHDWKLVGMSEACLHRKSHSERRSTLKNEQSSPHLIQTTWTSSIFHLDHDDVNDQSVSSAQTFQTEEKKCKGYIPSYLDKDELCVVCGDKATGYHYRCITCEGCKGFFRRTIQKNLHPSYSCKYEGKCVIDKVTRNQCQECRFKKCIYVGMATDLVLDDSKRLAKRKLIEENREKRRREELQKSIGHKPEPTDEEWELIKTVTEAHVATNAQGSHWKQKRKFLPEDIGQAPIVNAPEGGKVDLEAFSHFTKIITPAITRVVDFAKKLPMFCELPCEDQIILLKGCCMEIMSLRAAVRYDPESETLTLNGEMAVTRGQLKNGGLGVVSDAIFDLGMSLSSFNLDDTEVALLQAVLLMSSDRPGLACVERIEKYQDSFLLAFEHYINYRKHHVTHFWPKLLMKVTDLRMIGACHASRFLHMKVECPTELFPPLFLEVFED
#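 Fluorescence polarization of 20 nM Texas Red SRC2 peptide (20-aa NR interaction domain) bound to 0.6 uM human TRb ligand-binding domain, with 1 uM T3, after 5 hr at ambient temperature; inhibition seen as decreased polarization.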
# TR SRC2 fluor cs: counter-screen for TRb-SRC2 inhibitors: fluorescence interference. TRb/SRC2 Texas Red total fluorescence interference. AID 1479. Potency, µM (top dose mostly 106 µM), for the others: top-dose fluorescence change, negative = quenching. actives 0.29% (n = 280,000); active = well fitted curve in either direction with a large enough effect; inconclusive = small, poorly fitted or top-dose-only effect; note: % is set by controls: 0 for no effect and ±100 for the full control effect
#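 Human TRb ligand-binding domain at 0.6 uM with 20 nM Texas Red SRC2 peptide in Tris buffer containing 1 uM T3 and 5% DMSO, incubated with compound 5 h at ambient temperature. Total fluorescence (555/632 nm) calculated as parallel + 2 × perpendicular.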
# Tau fibril FP: tau fibrillization inhibition (FP); P10636; K18 P301L tau heparin fibrillization, Alexa594 FP, 6 h; Potency, µM (highest dose often 57.7 µM), without a hit: at the highest dose activity, negative = inhibition, most hits filed as inhibitors; actives 0.39% (n = 280,000); AID 1468; note: % is set by controls: 0 for no effect and ±100 for the full control effect; nearly all actives have a fitted effect of over 55% in size
#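 Quantitative HTS format: compounds meet 15 uM recombinant K18 P301L tau and Alexa 594-tau tracer in 100 mM sodium acetate pH 7; 20 uM heparin triggers fibrillization at 37 C over 6 hr; FP gives the signal.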
# Tau fluor cs: counter-screen for tau fibril formation inhibitors; tau K18 P301L (four-repeat tau fragment) Alexa594 fluorescence, heparin fibrillization; actives 0.93% (n = 280,000); Potency, µM (highest dose often 57.7 µM), without a hit: top-dose activity change, negative = decrease; note: % is set by controls: 0 for no effect and ±100 for the full control effect; nearly all actives have a fitted effect of over 55% in size
#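 Human K18 P301L tau (15 uM unlabeled plus 0.24 uM Alexa 594-labeled, final) in 100 mM sodium acetate pH 7 was mixed with compound and 20 uM heparin and incubated 6 hr at 37 C.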
# HTT ATP protect: Huntington cell model cytoprotection by ATP luminescence; PC12 HTT-Q103 induced, cytoprotection, ATP luminescence, 40 h; Potency, µM (top dose mostly 56.4 µM), for the others: cytoprotection (ATP increase), hits mostly activators; actives 0.14% (n = 230,000);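 note: % of control where 0% means no effect; nearly all actives have a fitted effect of over 45% in size; toxic huntingtin expression switched on by the ecdysone agonist tebufenozide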
#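 Huntington model: PC12 line, ecdysone-inducible HTTQ103 exon1–GFP, tebufenozide 100 nM. Test articles in a dose series. Endpoint luminescence from cellular ATP.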
# * = called active by the depositor; i = inactive; ? = inconclusive; · = no result given; [ ] = remark or other dose. Unless noted, calls come from the whole dose curve; as a rule, active = well fitted curve in the direction sought with a large enough effect; inconclusive = small, poorly fitted or top-dose-only effect, or another doubt; inactive = no such curve, though single readings can be large; an effect the other way counts as inactive or inconclusive. Potency is the fitted concentration of half-maximal effect.
compound,L3MBTL1 block,RECQ1 inh,HTT ATP protect,Tau fibril ThT,Tau fluor cs,Tau fibril FP,TRb-SRC2 inh,TR SRC2 fluor cs
Cc1nc(-c2ccc(F)cc2)sc1CCNC(=O)c1ccccc1,·,·,·,-18%,-22%,-14%,3%,-2%
CC(C)CC(=O)NCc1ccc2[nH]c3c(c2c1)CCCC3,·,19%,-30%[inhibitor],-7%,-14%,9%,-4%,-3%
COc1cc(Nc2ncnc(N)n2)cc(OC)c1,·,-3%,8%[10 µM],·,3%,4%,1%,-5%
O=C(O)C1CC(=O)N(c2ccc(OCc3ccccc3Cl)cc2)C1 (configuration not stated),·,-11%,-11%,1%,3%,4%,-2%,0%
COc1ccc2nc(Nc3nc(-c4cc5ccccc5oc4=O)cs3)sc2c1,0%,-13%,-16%[10 µM],-4%,-10%,7%,2%,-3%
O=C(NC(=S)Nc1ccccc1)c1ccc(Br)o1,0%[11.4 µM],i,-46%[inhibitor],-7%,-8%,-5%,6%,-5%
CC(Oc1ccccc1)C(=O)Nc1ccc(S(=O)(=O)NCC2CCCO2)cc1 (configuration not stated),6%,-14%,3%[10 µM],-1%,4%,1%,-9%,3%
CCc1nc2nc(C)cc(Nc3ccc(OC)cc3OC)n2n1,·,·,·,-17%,-17%,-12%,-2%,0%
CCOC(=O)C(C)C1(O)c2ccccc2-c2ncccc21 (configuration not stated),0%,i,21%[10 µM],-7%,-2%,2%,3%,4%
CCCCC(=O)N1CCCC(c2nc3c(nnn3Cc3cc(C)ccc3C)c(=O)[nH]2)C1 (configuration not stated),3%,0%,12%[10 µM],?,-8%,7%,6%,1%
O=C(CN1CCN(c2ncccn2)CC1)NCc1ccccc1,·,-5%,5%,-6%,-5%,5%,9%,-4%
COCCNC(=O)/C(C#N)=C/c1ccc(N2CCOCC2)o1,-16%,-15%,·,?,-12%,-1%,0%,1%
CCCCn1c(/N=C/c2cc(OC)ccc2O)nc2ccccc21,2%,-3%,-17%[0.074 µM],-3%,10%,6%,-15%,-1%
CC1CCN(C(C(=O)O)c2ccccc2)CC1 (configuration not stated),24%,-3%,-21%,5%,4%,-4%,-4%,-3%
COC(=O)c1ccc(NC(=O)c2ccccc2SC)cc1,-3%,-9%,3%,-5%,-5%,-7%,2%,0%
O=C(Nn1c(-c2ccccc2)nc2ccccc2c1=O)c1ccco1,-5%,2%,-8%[0.074 µM],-2%,8%,-3%,12%,2%
COc1ccc(OCc2nnc(-c3ccccc3)o2)cc1,·,·,·,?,-13%,4%,-4%,8%
COC(=O)NCC(c1cccnc1)N1CCN(c2ccc(F)cc2)CC1 (configuration not stated),·,·,·,-11%,-10%,0%,-6%,-3%
Cc1ccc2[nH]cc(C(=O)CN3CCOCC3)c2c1,0%,14%,-6%,-10%,-12%,-14%,4%,2%
CC(C)(C)C(=O)NC(n1cnc2c(N3CCOCC3)ncnc21)C(Cl)(Cl)Cl (configuration not stated),2%,-27%,25%[10 µM],6%,4%,3%,-2%,-4%
CCN(CCNC(=O)Nc1ccc(Cl)cc1)c1ccccc1,-14%,4%,-47%[inhibitor],?,16µM*[quencher],14%,-6%,-6%
O=C1CC(C(=O)N2CCOCC2)C2(CCCCC2)O1 (configuration not stated),·,0%,-21%,-5%,-6%,0%,5%,-4%
CN(c1ccccc1)S(=O)(=O)c1cccc(C(=O)Nc2nn[nH]n2)c1,9%,i,-1%[10 µM],-9%,-5%,-4%,1%,-4%
CNc1nc(C(=O)O)nc(N2CCOCC2)n1,20µM*,-2%,8%[1.9 µM],-12%,-2%,-2%,-5%,0%
CCC(NC(=O)OC(C)(C)C)C(=O)Oc1ccc2c3c(c(=O)oc2c1)CCC3 (configuration not stated),0%,i,4%,?,0%,9%,-3%,0%
Cc1ccc(C(=O)N/C(=C/c2ccccc2)C(=O)NCC2CCCO2)cc1 (configuration not stated),·,i,-17%,-4%,-5%,-2%,4%,-3%
CCOC(=O)c1ccccc1NC(=O)CSc1nc2ccccc2n1CC(=O)N1CCCC1,·,i,-4%[10 µM],-12%,-8%,0%,7%,-2%
CN(CCc1ccccn1)C(=O)Nc1ccc(C(C)(C)C)cc1,1%,-8%,-4%[10 µM],-8%,-2%,3%,-2%,-3%
COc1cccc(C2CC(=O)Nc3c2c(=O)n(C)c2ncnn32)c1OC (configuration not stated),·,·,·,-7%,-9%,-1%,-5%,2%
CC(C)(C)c1ccc(C(=O)Nc2sc3c(c2C#N)CCC(C(C)(C)C)C3)cc1 (configuration not stated),·,·,·,-4%,-3%,-6%,-5%,2%
CN1CC[n+]2cnc3ccccc3c21,-5%,-9%,1%[0.074 µM],15%,4%,8%,-15%,-2%
C=CCc1cc(C=O)cc(OC)c1OCc1ccc(Cl)cc1,36%[activator],-18%,-32%,?,-12%,-14%,-4%,-8%
C=CCn1c(SCC(=O)NCCO)nc2sc(C)c(C)c2c1=O,·,-8%,-22%,-3%,-7%,-5%,-3%,-3%
CCOC(=O)N1CCN(C(=O)COc2ccc(S(=O)(=O)NC(C)C)cc2)CC1,-3%,16%,30%[10 µM],-3%,2%,-4%,-4%,-3%
CCOC(=O)CC1C(=O)NCCN1S(=O)(=O)c1ccc(F)cc1 (configuration not stated),0%,i,-10%,2%,4%,1%,4%,-2%
COCCNC(=O)c1ccccc1NC(=O)c1ccccc1N(C)S(=O)(=O)c1ccccc1,·,i,1%,-8%,-13%,-2%,3%,1%
Cc1ccnc(NC(=O)COc2ccc3oc4c(c3c2)CCCC4)c1,-5%,-6%,7%[0.074 µM],?,-16%,-6%,-6%,2%
Cc1ccc(C(=O)OCC(=O)Nc2ccc3c(c2)OCO3)cc1S(=O)(=O)N1CCOCC1,-3%,-14%,19%,-15%,-19%,10%,-6%,-1%
O=C(c1cnc2ccccn2c1=O)N1CCCc2ccccc21,·,-3%,0%,-6%,0%,-4%,-4%,-1%
COc1ccccc1NC(=O)CSc1nnc(Cc2cc(=O)[nH]c(=O)[nH]2)n1-c1ccccc1,23%,-9%,-20%[10 µM],-15%,-2%,-1%,-2%,-2%

# Ordered by heavy-atom count (ascending): some entries from above.
compound,L3MBTL1 block,RECQ1 inh,HTT ATP protect,Tau fibril ThT,Tau fluor cs,Tau fibril FP,TRb-SRC2 inh,TR SRC2 fluor cs
CN1CC[n+]2cnc3ccccc3c21,-5%,-9%,1%[0.074 µM],15%,4%,8%,-15%,-2%
C=CCc1cc(C=O)cc(OC)c1OCc1ccc(Cl)cc1,36%[activator],-18%,-32%,?,-12%,-14%,-4%,-8%
CCOC(=O)CC1C(=O)NCCN1S(=O)(=O)c1ccc(F)cc1 (configuration not stated),0%,i,-10%,2%,4%,1%,4%,-2%
Cc1ccnc(NC(=O)COc2ccc3oc4c(c3c2)CCCC4)c1,-5%,-6%,7%[0.074 µM],?,-16%,-6%,-6%,2%
COc1cccc(C2CC(=O)Nc3c2c(=O)n(C)c2ncnn32)c1OC (configuration not stated),·,·,·,-7%,-9%,-1%,-5%,2%
CC(C)(C)c1ccc(C(=O)Nc2sc3c(c2C#N)CCC(C(C)(C)C)C3)cc1 (configuration not stated),·,·,·,-4%,-3%,-6%,-5%,2%
Cc1ccc(C(=O)OCC(=O)Nc2ccc3c(c2)OCO3)cc1S(=O)(=O)N1CCOCC1,-3%,-14%,19%,-15%,-19%,10%,-6%,-1%
COc1ccccc1NC(=O)CSc1nnc(Cc2cc(=O)[nH]c(=O)[nH]2)n1-c1ccccc1,23%,-9%,-20%[10 µM],-15%,-2%,-1%,-2%,-2%

# Next section.
compound,L3MBTL1 block,RECQ1 inh,HTT ATP protect,Tau fibril ThT,Tau fluor cs,Tau fibril FP,TRb-SRC2 inh,TR SRC2 fluor cs
CN(C)C(/C=C/Nc1cccc(Br)c1)=C(C#N)C#N,7%,i,-18%[10 µM],1%,10%,3%,-12%,2%
CCN1CCCC1CNC(=O)c1csc2c1CCCC2 (configuration not stated),-2%,-1%,12%[10 µM],-11%,-5%,11%,7%,1%
COc1ccccc1NC(=O)c1c(N=Cc2cccc([N+](=O)[O-])c2)cnn1C,-4%,-5%,-11%[10 µM],-7%,-30%,-15%,-10%,1%
COc1cc(/C=C/C(=O)c2c(O)cc(C)oc2=O)ccc1O,·,i,-21%,?,-14%,-3%,2%,-2%

# Screens: PubChem, National Center for Advancing Translational Sciences (NCATS)

# An excerpt; the hit share may differ from the screen's.
